Source: PubChem
NCI-60 one-dose screen, 48 h, at 10 µM unless noted. Numbers give growth in % (100 = growth as untreated, 0 = no growth, -100 = all killed).
HOP-62: HOP-62 NSCLC. 80,000 tested, 3.9% active. AID 1794735
CCRF-CEM: CCRF-CEM leukemia. AID 1794778. 77,000 tested, 7% active
SK-MEL-5: SK-MEL-5 melanoma | 80,000 tested, 6.4% active
A549/ATCC: A549/ATCC NSCLC; 81,000 tested, 3.7% active; AID 1794740
SK-MEL-28: SK-MEL-28 melanoma; 81,000 tested, 4.1% active; AID 1794761
HOP-92: HOP-92 NSCLC cells; 71,000 tested, 6.3% active
EKVX: EKVX NSCLC; 71,000 tested, 3% active; AID 1794765
M14: M14 melanoma | 80,000 tested, 6.2% active
Active calls of the source: *; nt = not tested or not shown; & = joins results of further samples. How the source made its calls: active means growth percent below 10; inactive means the rest.

cpd | compound | HOP-62 | CCRF-CEM | SK-MEL-5 | A549/ATCC
1 | Cn1cc(-c2cc(N)n3nc(-c4cn(C)c5ncc(Br)cc45)cc3n2)c2cc(Br)cnc21 | 48 | 3.7* | 35 | -22*
2 | FC(F)(Cl)C(F)(F)Cl | 122 | 76 | 98 | 105
3 | O=C1CCC(Sc2ccccc2)N1 (stereo unspecified) | 115 | 90 | 111 | 100
4 | O=C1S/C(=C\c2ccc(Cl)cc2)C(=O)N1Cc1cc(=O)oc2ccc(Cl)cc12 | nt | 99 | 104 | 105
5 | CCN(CC)c1cc2c(cc1Br)-c1ccccc1C2=O | 72 | 115 | 94 | 83
6 | NC(CSC1(c2ccccc2)c2ccccc2-c2ccccc21)C(=O)O (stereo unspecified) | 98 | 96 | 98 | 95
7 | CCC(C)NCC(=O)O (stereo unspecified) | 98 | nt | 97 | 105
8 | O=C(O)c1cn(CC2CC2)c2cc(N3CCN(c4nccc(-c5nccs5)n4)CC3)c(F)cc2c1=O | 81 | 86 | 93 | 93
9 | CC(C)SCCCC(=O)O | 88 | 96 | 99 | 93
10 | CC1(C)CC(=O)C2=C(C1)N(CCc1ccc(S(N)(=O)=O)cc1)C1=C(C(=O)CC(C)(C)C1)C2c1ccccc1[N+](=O)[O-] | 100 | 110 | 96 | 106
11 | COc1ccc(-c2cc(C(=O)N=Nc3c(O)[nH]c4ccc(F)cc34)c3ccccc3n2)cc1 | 110 | 44 | 72 | 88
12 | Cc1ccc(NS(=O)(=O)c2ccc(Nc3ncc4c(n3)CCCC4=O)cc2)cc1 | 102 | 79 | 92 | 97
13 | Cc1ccc(-n2nc(C(=O)NCCCCC(=O)O)nc2-c2ccccc2)cc1 | 105 | 110 | 101 | 102
14 | Cc1ccnc(Nc2nc3c(s2)C2=CC[C@H]4[C@@H]5C[C@@H]6O[C@]7(CC[C@@H](C)CO7)C(C)[C@@H]6[C@@]5(C)CC[C@@H]4[C@@]2(C)CC3)c1 (stereo partly specified) | 91 | 89 | 79 | 94
15 | CN1C(=O)CS/C1=N\S(=O)(=O)c1ccc(NNc2c3ccccc3cc3ccccc23)cc1 | 91 | 99 | 92 | 91

cpd | SK-MEL-28 | HOP-92 | EKVX | M14
1 | -50* | nt | 85 | -65*
2 | 119 | 116 | 106 | 110
3 | 110 | 93 | 104 | 101
4 | 110 | 99 | 103 | 107
5 | 101 | 97 | 75 | 104
6 | 102 | 96 | 108 | 117
7 | 104 | 109 | nt | 99
8 | 97 | 89 | 96 | 99
9 | nt | nt | 99 | 93
10 | 103 | 86 | 100 | 103
11 | 81 | 87 | 86 | 74
12 | 102 | 118 | 80 | nt
13 | 110 | 110 | 110 | 103
14 | 101 | 82 | 88 | 90
15 | 115 | 101 | 87 | 93

Following part
cpd | compound | HOP-62 | CCRF-CEM | SK-MEL-5 | A549/ATCC
16 | O=C(N/N=C/c1c[nH]c2ccccc12)Nc1ccccc1Cl | 18 | 9.8* | -39* | 15
17 | C=C1C(=O)O[C@H]2[C@H]1CC/C(COC(=O)CCCCCC(=O)OC/C1=C/CC[C@@]3(C)O[C@H]3[C@H]3OC(=O)C(=C)[C@@H]3CC1)=C\CC[C@@]1(C)O[C@@H]21 | 86 | 4.2* | 26 | 81
18 | O=C(NNC(=O)c1ccncc1)Nc1cc(Cl)ccc1Cl | 82 | 100 | 101 | 94
19 | N#Cc1c(-c2ccco2)nc(N2N=C(c3ccccc3)CC2c2ccccc2)[nH]c1=O (stereo unspecified) | 81 | 104 | 94 | 102
20 | COc1ccc(C2CC(c3ccc4ccccc4c3)=NN2c2nc(O)c(C3=c4cc(Cl)ccc4=NC3=O)s2)cc1 (stereo unspecified) | -54* | -19* | -95* | -56*
21 | CN(C)C | 112 | nt | 104 | 94
22 | c1ccc2nc3c(nc2c1)[nH]c1ccccc13 | 96 | 102 | 89 | 85
23 | CCN1CCN(c2c(C(=O)c3ccccc3)cnc3cc(OC)c(OC)cc23)CC1 | 86 | 69 | 88 | 83
24 | CCOC(=O)C(C)(C)N | 96 | 65 | 103 | 99
25 | O=C1/C(=C/c2ccc([N+](=O)[O-])s2)Oc2cc(Cl)ccc21 | 32 | -9.8* | 18 | 4.1*
26 | N#C/C(=C\c1ccc(Cl)s1)c1cc2ccccc2[nH]1 | 92 | 86 | 97 | 87
27 | COC(=O)CCC1=C(C)/C(=C/c2[nH]c(-c3ccc[nH]3)cc2OC)N=C1C | 3.6* | -24* | -92* | 13
28 | CSC1=Nc2c(c(C)c(C)n2CCCC(=O)NCCc2cnc[nH]2)C2=NC(=O)CN12 | 109 | 104 | 101 | 101
29 | C[C@@H]1OC(=O)c2c(O)cccc2[C@@H]1O | 102 | 109 | 99 | 99
30 | C=CNC(=O)C(=O)c1ccccc1NC(C)=O | 103 | 107 | 105 | 101

cpd | SK-MEL-28 | HOP-92 | EKVX | M14
16 | 40 | 3.2* | 2.3* | 11
17 | 19 | -1.5* | 20 | -0.1*
18 | 102 | 95 | 87 | 90
19 | 109 | 99 | 92 | 99
20 | -19* | -57* | -74* | nt
21 | 113 | nt | 89 | 105
22 | 110 | 68 | 72 | 105
23 | 107 | 85 | nt | 91
24 | 104 | 85 | 95 | 92
25 | -29* | nt | nt | 2.5*
26 | 100 | 86 | 80 | 102
27 | -0.5* | nt | 46 | 4.4*
28 | 113 | 91 | 99 | 102
29 | 105 | 125 | 92 | 93
30 | 107 | 109 | 105 | 102

New compounds follow
cpd | compound | HOP-62 | CCRF-CEM | SK-MEL-5 | A549/ATCC
31 | C(=Nc1ccc(N2CCN(c3ccccc3)CC2)cc1)c1ccccn1 | 84 | 77 | 98 | 79
32 | COc1cccc(COc2ccc(/C=C3\Oc4cc(O)ccc4C3=O)cc2)c1 | 18 | 75 | 25 | 71
33 | CCN1CCN(C(=O)[C@]23CC[C@@H](C)[C@H](C)[C@@H]2C2=CC[C@@H]4[C@@]5(C)C/C(=C/c6ccco6)C(=O)C(C)(C)[C@@H]5CC[C@@]4(C)[C@]2(C)CC3)CC1 | 83 | 68 | 74 | 70
34 | CCOC(=O)c1ccccc1OCC | 97 | 112 | 103 | 103
35 | CCN(CC)Cc1cc(NC(C)=O)ccc1O | 102 | 97 | 100 | 98
36 | O=C(CCN1CCOCC1)Nc1ccc(Cn2nnc3c2C(=O)c2nnn(Cc4ccc(NC(=O)CCN5CCOCC5)cc4)c2C3=O)cc1 | 71 | -15* | -73* | 85
37 | COc1ccc2c(c1)c(-c1cc3nc(-c4cn(C)c5ncccc45)cc(N)n3n1)cn2C | -26* | -22* | -100* | -31*
38 | CC1=C/C(=C(\c2cc(C)c(O)c(Br)c2)c2ccccc2S(=O)(=O)O)C=C(Br)C1=O | 102 | 121 | 102 | 100
39 | CCn1c(Sc2nnc(NC(=O)CCN3CCCCC3)s2)nc2c1c(=O)n(C)c(=O)n2C | 109 | 105 | 99 | 107
40 | NC(=O)Nc1cccc(Cl)c1 | 103 | 110 | 96 | 111
41 | COC(=O)C1(CC(=O)c2cccs2)NC(=S)NC(=O)C1C#N (stereo unspecified) | 144 | 107 | 87 | 126
42 | CCn1nccc1NC(=O)C(=O)c1c[nH]c2cccc(OC)c12 | 109 | 89 | 99 | 99
43 | CC(=O)N1N=C(c2ccc(-n3ccc(C(F)(F)F)n3)c(F)c2)CC1c1ccc[nH]1 (stereo unspecified) | 112 | 94 | 98 | 104
44 | COc1cc(NCc2ccc3nc(N)nc(N)c3c2C)cc(OC)c1OC (tested in a mixture with another compound) | 30 | 20 | 21 | 37
45 | COc1ccc2[nH]c(=O)c(O)c(-c3cccc(O)c3)c2c1 | 103 | 100 | 98 | 99

cpd | SK-MEL-28 | HOP-92 | EKVX | M14
31 | 113 | 96 | 99 | 98
32 | 71 | 16 | 71 | 36
33 | 78 | 84 | 82 | 66
34 | 103 | 96 | 95 | 99
35 | 112 | 60 | 104 | 103
36 | 32 | -20* | nt | 36
37 | -97* | nt | -23* | -84*
38 | 109 | nt | 94 | 107
39 | 106 | 104 | 101 | 106
40 | 104 | 91 | 100 | 98
41 | 107 | 96 | 99 | 109
42 | 111 | 74 | 107 | 116
43 | 105 | 130 | 102 | 102
44 | nt | nt | 56 | 21
45 | 108 | 98 | 95 | 99

Grouped by structure: those above with a furan ring, fused or not (two)
cpd | compound | HOP-62 | CCRF-CEM | SK-MEL-5 | A549/ATCC
19 | N#Cc1c(-c2ccco2)nc(N2N=C(c3ccccc3)CC2c2ccccc2)[nH]c1=O (stereo unspecified) | 81 | 104 | 94 | 102
33 | CCN1CCN(C(=O)[C@]23CC[C@@H](C)[C@H](C)[C@@H]2C2=CC[C@@H]4[C@@]5(C)C/C(=C/c6ccco6)C(=O)C(C)(C)[C@@H]5CC[C@@]4(C)[C@]2(C)CC3)CC1 | 83 | 68 | 74 | 70

cpd | SK-MEL-28 | HOP-92 | EKVX | M14
19 | 109 | 99 | 92 | 99
33 | 78 | 84 | 82 | 66

(more compounds)
cpd | compound | HOP-62 | CCRF-CEM | SK-MEL-5 | A549/ATCC
46 | CS(=O)(=O)c1ccc(C(=O)N2N=C(c3ccccc3)CC2c2ccccc2)cc1 (stereo unspecified) | 94 | 96 | 99 | 82
47 | COc1ccccc1OCC(=O)Nc1nc2ccccc2[nH]1 | 96 | 92 | 98 | 79
48 | CCCCC(c1ccccc1)c1ccccn1 (stereo unspecified) | 90 | 93 | 100 | 106
49 | COC(=O)C1CCCNOC12CCCCC2 (stereo unspecified) | 99 | 113 | 101 | 101
50 | O=C1CC(N2C(=O)/C(=C/C=C/c3ccccc3)SC2=S)C(=O)N1c1ccc(Br)cc1 (stereo unspecified) | 106 | 92 | 101 | 79
51 | CN(C)Cc1cc(Br)c(O)c(Br)c1 | 102 | 101 | 100 | 104
52 | Cc1cc2n(n1)-c1ccc(C#N)cc1Oc1ccc(Cl)cc1-2 | 80 | 72 | 91 | 71
53 | Cc1cccc(C)c1Nc1nnc(-c2ccc(N(C)C)cc2)s1 | 89 | 83 | 98 | 79
54 | Cc1ccc(S(=O)(=O)/C(C#N)=C/n2ccc(=O)[nH]c2=S)cc1 | 99 | 92 | 98 | 84
55 | Nc1ccc(S(=O)(=O)NCCO)cc1[N+](=O)[O-] | 103 | 110 | 111 | 100
56 | COc1cc(/C=C(\OC(C)=O)c2ccc3c(c2)OCO3)cc(OC)c1OC | 96 | 98 | 97 | 96
57 | CCCCCC(O)C1C(=O)OC(C)C(O)/C=C/C=C/C=C/C=C\C=C(\C)C(O)CC(O)CC(O)CC(O)CC(O)CC(O)CC1O (stereo unspecified) | 101&109 | 100&98 | 115&96 | 106&102
58 | CS(=O)(=O)Nc1cc(-c2ccc3ncc(C#N)c(NCc4ccccc4)c3c2)cnc1Cl | 2.7* | nt | -95* | 7.7*
59 | O=C(O)c1ccccc1-c1c2cc([N+](=O)[O-])c(=O)c(Br)c-2oc2c(Br)c(O)c([N+](=O)[O-])cc12 | 96 | 107 | 103 | 94
60 | O=c1nc2onnc2c(/C=N\O)[nH]1 | 101 | 97 | 105 | 107

cpd | SK-MEL-28 | HOP-92 | EKVX | M14
46 | 111 | nt | 89 | 110
47 | 101 | 106 | 86 | 95
48 | 121 | 77 | 93 | 103
49 | 115 | 100 | 102 | 103
50 | 110 | 107 | 94 | 107
51 | 96 | 105 | 96 | 93
52 | 99 | 71 | 74 | 81
53 | 102 | 81 | 96 | 98
54 | 117 | 95 | 105 | 100
55 | 115 | nt | 96 | 110
56 | 111 | 68 | 77 | 99
57 | 127 | 110 | 102&100 | 96&104
58 | -7.6* | -17* | -20* | -9.5*
59 | 111 | 100 | 100 | 100
60 | 106 | nt | 100 | 99

Next section.
cpd | compound | HOP-62 | CCRF-CEM | SK-MEL-5 | A549/ATCC
61 | CC1(C)CC(=O)C(CC(=O)c2ccccc2)=C(NN=C(N)N)C1 | 108 | 97 | 103 | 98
62 | CC[C@H](Nc1nc(N)nc(N)c1Cl)c1nc2cccc(NCc3ccc(C(=O)NO)cc3)c2c(=O)n1-c1ccccc1 | 12 | 7.4* | -26* | -4.7*
63 | COc1ccc2c(c1)CC/C(=C\Nc1ccc(Cl)cn1)C2=O | 71 | 85 | 98 | 100
64 | CCOC(=O)c1sc2ncnc(Nc3ccc(OCc4ccc(Cl)cc4)c(Cl)c3)c2c1C | 97 | 103 | 104 | 103
65 | CC(=O)OC1C=CCC2C(=O)OC(=O)C12 (stereo unspecified) | 96 | 101 | 100 | 102
66 | C/C(=C(/c1ccccc1)c1ccc(N2C(=O)c3cccc4c(N5CCN(Cc6ccccc6)CC5)ccc(c34)C2=O)cc1)c1ccccc1 | 95 | 90 | 96 | 97
67 | CCCC(=O)OCCCOCCCOc1ccccc1 | 107 | 113 | 98 | 102
68 | O=C(CSc1nnc(-c2ccc(-c3nc4ccc(Cl)cc4[nH]3)cc2)o1)Nc1ccc(C(=O)/C=C/c2ccc(Cl)cc2)cc1 | 98 | 105 | 103 | 105
69 | Oc1ccc(/C=N\N=C\c2ccco2)c(O)c1 | nt | nt | 100 | 99
70 | CCOc1nc2c(N)ncnc2n1CC1CCOC1 (stereo unspecified) | 105 | 104 | 111 | 108
71 | Cc1nn(C)c(=S)[nH]c1=S | 107 | 92 | 102 | 101
72 | CNC(=S)Nc1ccccc1 | 96 | 102 | 99 | 107
73 | O=C1N/C(=N\c2nccs2)S/C1=C\c1cccs1 | 34 | 19 | -77* | 27
74 | CCc1n(Cc2ccc3ccccc3n2)cc[n+]1Cc1ccc2ccccc2n1 | 41 | 28 | -36* | 57

cpd | SK-MEL-28 | HOP-92 | EKVX | M14
61 | 112 | 74 | nt | 102
62 | nt | -16* | 42 | -13*
63 | 101 | 58 | nt | 100
64 | 103 | 107 | 97 | 101
65 | 111 | 95 | nt | 106
66 | 102 | 92 | 97 | 95
67 | 106 | 89 | 103 | 104
68 | 108 | 108 | 107 | nt
69 | 112 | 99 | 98 | 98
70 | 116 | 137 | 99 | 111
71 | 114 | nt | 115 | 101
72 | 106 | 82 | 106 | nt
73 | 15 | 68 | 19 | 9.1*
74 | 16 | -12* | 32 | 47
